Bioassay records from PubChem BioAssay.
HepG2 viability – HepG2 cytotoxicity, counter-screen for TGF-b inhibitors; 410,000 compounds, 0.76% hits; HepG2 CAGA-GFP viability, ATP luminescence, 18 h; Potency, µM (highest dose often 46.1 µM), inactives show at the top dose activity change, negative = cytotoxicity, actives largely listed as cytotoxic; AID 588856; also: potency is read from the fitted curve at half-maximal effect; some results filed as inactive show a strong effect at the top dose
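CellTiter-Glo luminescence gave cytotoxicity after 18 hours at 37 degrees C. The cells were HepG2 CAGA-GFP in 1% FBS DMEM, stimulated with 500 pg/mL TGF-beta after compound addition. %Activity was normalised to no-cell wells (complete cell-killing) and DMSO (no toxicity), and curves were fitted and classified.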
Nrf2 inh – blocks Nrf2 signaling | A549 ARE-Fluc reporter, luciferase luminescence, 18-24 h | Potency, µM (top dose mostly 46 µM), inactives show at the highest dose activity change, negative = inhibition, usual class: inhibitors | 360,000 compounds, 2.1% hits; also: potency is read from the fitted curve at half-maximal effect; % is scaled to controls: 0 for no effect and ±100 for the full control effect; nearly all actives have a fitted effect of over 60% in size
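A549 ARE_Fluc cells (5000/well, 5% FBS OPTI-MEM) pre-incubated 2 h, then treated with compounds 18-24 h at 37C/5% CO2 in concentration-response. CellTiter-Fluor viability read first; BugLite luciferase luminescence after 15 min at room temperature gives Nrf2 activity.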
MCF10A rerep – induces DNA re-replication in MCF 10a normal breast cells; 350,000 compounds, 2.9% hits; MCF 10A DNA re-replication, Hoechst nuclear intensity, 48 h; Potency, µM (highest dose often 46.1 µM), inactives show at the top dose activity, positive = re-replication, usual class: activators; also: potency is read from the fitted curve at half-maximal effect; % of control where 0% means no effect; nearly all actives have a fitted effect of over 50% in size
IL1B secr inh – inflammasome signaling inhibition, IL-1 beta readout; THP-1 LPS/ATP IL-1B secretion, AlphaLISA, 16 h; hits give low values; activity change, % at 57.5 µM; 360,000 compounds, 4.7% hits; in the data active = activity change below about -50%; inconclusive = mostly about -30% to -49%; also: % is scaled to controls: 0 for no effect and ±100 for the full control effect
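THP-1 cells pretreated 1 hr with compounds (up to 57.5 uM final), then stimulated with LPS (250 ng/mL final) plus ATP (1.25 mM final); secreted IL-1B measured by AlphaLISA after 16 hr, decreased signal indicating inhibition.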
A549 tox – kills or reduces viability of A549 cells in Nrf2 counter-screen; A549 ARE-Fluc cells, CellTiter-Fluor viability, 18-24 h; Potency, µM (series often up to 46 µM), for inactives: at the top dose activity change, negative = cytotoxicity, actives largely listed as inhibitors; 390,000 compounds, 0.16% hits; AID 504648; also: potency is read from the fitted curve at half-maximal effect; % is scaled to controls: 0 for no effect and ±100 for the full control effect
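A549 ARE_Fluc cells in 5% FBS OPTI-MEM were exposed to compounds in concentration-response for 18-24 h at 37 deg C. Viability was read by CellTiter-Fluor fluorescence (Ex 405/Em 525) after 30 min, before the luciferase read.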
TGFb SMAD3 inh – TGF-b pathway inhibition | Potency, µM (highest dose often 46.1 µM), for inactives: at the top dose activity, negative = inhibition, hits mostly inhibitors | 410,000 compounds, 1.2% hits | HepG2 CAGA-GFP TGF-b/SMAD3 reporter, GFP fluorescence, 18 h; TGF-beta stimulated, 500 pg/mL final | AID 588855; also: potency is read from the fitted curve at half-maximal effect; % is scaled to controls: 0 for no effect and ±100 for the full control effect; nearly all actives have a fitted effect of over 65% in size
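Using HEPG2 CAGA-GFP reporter cells at 1000 cells/well, we pinned test compounds, stimulated with recombinant TGF-beta (500 pg/mL final) and measured total well GFP after 18 h.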
Nrf2 ARE act – Nrf2 pathway activation; AREc32 ARE-luciferase reporter (MCF7-derived line), luminescence, 24 h; Potency, µM (series often up to 46.1 µM), inactives show at the highest dose activation, actives largely listed as activators; 410,000 compounds, 0.31% hits; AID 624171; also: potency is read from the fitted curve at half-maximal effect; % of control where 0% means no effect; nearly all actives have a fitted effect of over 65% in size
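ARE activation measured as luciferase luminescence (Steady-Glo, 30 min RT) in AREc32_Fluc cells after 24 hr compound exposure at 37 deg C, 5% CO2; cells seeded overnight at 1000/well in OPTI-MEM, 5% FBS.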
ATXN2 expr inh – reduces ATXN2 reporter expression in HEK-293 cells. HEK-293 ATXN2-luciferase reporter, luminescence, 24 h. Potency, µM (titrated, usually from 57 µM), inactives show at the highest dose activity change, negative = inhibition, most hits filed as inhibitors. 360,000 compounds, 0.72% hits. AID 1745845; also: potency is read from the fitted curve at half-maximal effect; % is scaled to controls: 0 for no effect and ±100 for the full control effect; nearly all actives have a fitted effect of over 55% in size
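ATXN2-luciferase reporter cells (luciferase flanked by upstream and downstream ATXN2 gene portions) were treated 24 h at 37 °C with compounds at up to 57 uM. SteadyGlo luminescence gave expression; GF-AFC fluorescence gave viability.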
ATXN viability – cell viability loss in ATXN counter-screen | S2 cells (HEK-293 line with an ATXN2-luciferase reporter) viability, CellTiter-Fluor protease fluorescence, 24 h | Potency, µM (highest dose often 56.7 µM), hits mostly cytotoxic | 400,000 compounds, 0.49% hits | AID 651635; also: potency is read from the fitted curve at half-maximal effect; nearly all actives have a fitted effect of over 40% in size
* hit, by the source's call; i = inactive; ? = inconclusive; . = not tested or not shown; [ ] = another dose, or the depositor's remark. Unless noted, calls follow the shape of the dose curve; as a rule, active = well fitted curve in the direction sought with a large enough effect; inconclusive = small, poorly fitted or top-dose-only effect, or another doubt; inactive = no such curve, though single readings can be large; an effect the other way counts as inactive or inconclusive. Random draw from the library. Share with any hit: about 8.8%.

| cpd | canonical_smiles | IL1B secr inh | Nrf2 ARE act | Nrf2 inh | ATXN viability | MCF10A rerep | HepG2 viability | TGFb SMAD3 inh | A549 tox | ATXN2 expr inh |
| --- | --- | --- | --- | --- | --- | --- | --- | --- | --- | --- |
| 1 | CSc1ccc(CN2CCC(C)(Oc3ccccc3F)C2)cc1 (stereo unspecified) | 0 | 0.6% | . | i | . | -24% | 1% | . | -8% |
| 2 | COc1ccc(NS(=O)(=O)c2ccc(O)c(NC(=O)c3ccc(S(=O)(=O)N4CCCC4)cc3)c2)cc1 | 10 | -0.3% | 4% | i | 2% | 2% | 9% | 8% | -24% |
| 3 | CCOC(CNC(=O)c1cc2c(=O)n(CC)c3ccccc3c2s1)OCC | ? | -0.1% | -4% | i | 8% | 5% | 0% | 3% | 24% |
| 4 | Cc1nc(-c2ccccc2)sc1C(=O)/C=C/c1ccc(Cl)cc1 | -86* | 1.3% | . | i | 4.1µM* | -33% | 6% | -1% | ? |
| 5 | C/C=C(\NC(C)=O)c1ccccc1 | 33 | 0.4% | 7% | i | 0% | 1% | 7% | -5% | 12% |
| 6 | O=C(O)CC(C(=O)NCc1ccccc1)C1CCCO1 (stereo unspecified) | -5 | -0.7% | 2% | i | 0% | -2% | -5% | 5% | 2% |
| 7 | Cc1cccc(CCNCc2c(C(=O)O)c(C)n(-c3ccccc3)c2C)c1 | 4 | 3.4% | -3% | i | -7% | -17% | -5% | -3% | . |
| 8 | COc1cc(S(=O)(=O)Nc2cccc3cn[nH]c23)c(OC)cc1C | 61 | -0.4% | 4% | i | 2% | -26% | -17% | 0% | -2% |
| 9 | COc1ccc(CN(C(=O)CCC(=O)N2CCCCC2)c2nccs2)cc1OC | 25 | 3.0% | -10% | i | 22% | -2% | 10% | 0% | 1% |
| 10 | COc1cccc(NC(=O)Nc2cc(C(=O)NC(C)C)ccc2N2CC3CC(C2)c2cccc(=O)n2C3)c1 (stereo unspecified) | 0 | 0.1% | 0% | i | 0% | 4% | 10% | -2% | -3% |
| 11 | Cc1ccc(S(=O)(=O)N2CCN(C(=O)COC(=O)CCOc3ccccc3C)CC2)c(C)c1 | 11 | -0.3% | -15% | i | -4% | -18% | 5% | -4% | 1% |
| 12 | CC(C)NC(=O)N(C)C[C@@H]1Oc2ncc(-c3cccc(C#N)c3)cc2C(=O)N([C@H](C)CO)C[C@@H]1C | 11 | -1.1% | . | i | . | 15% | 21% | . | 5% |
| 13 | CCCCNC(=O)c1onc(CSc2ccc(Cl)cc2)c1C(=O)NCCCC | ? | -0.6% | ? | i | 92% | -15% | ? | 8% | -29% |
| 14 | Cc1noc(C)c1NC(=O)N(C)C[C@H]1Oc2ccc(NC(=O)c3ccncc3)cc2C(=O)N([C@H](C)CO)C[C@@H]1C | 13 | -0.7% | 4% | i | -9% | 7% | 2% | -5% | 6% |
| 15 | Cc1ccc(Nc2cc(=O)n(C)c(=O)[nH]2)cc1C | 29 | -0.1% | . | ? | . | -9% | -16% | . | . |
| 16 | C[n+]1ccc(/C=C/c2ccccc2O)c2ccccc21 | -56* | 3.0% | -27% | ? | ? | 0% | -10% | -17% | -31% |
| 17 | O=C(/C=C/[C@H]1O[C@@H](n2ccc(=O)[nH]c2=O)[C@H](O)[C@@H]1O)NC(c1ccccc1)c1ccccc1 | 13 | 0.4% | . | i | . | -5% | -4% | . | 9% |
| 18 | Cc1ccc2nc(N/N=C\c3ccc([N+](=O)[O-])o3)nc(-c3ccccc3)c2c1 | -59* | 3.7% | ? | 11µM* | ? | -5% | -5% | 23µM* | ? |
| 19 | COc1ccc(-n2nc([N+](=O)[O-])c(=NC3CCN(Cc4ccccc4)CC3)n2O)cc1 | -5 | 3.6% | ? | ? | 9% | -43% | ? | ? | -16% |
| 20 | O=C(NCCO)/C(=C/c1ccc(Br)cc1)NC(=O)c1cccs1 | 10 | -0.7% | -5% | i | 2% | 0% | -5% | -3% | -2% |
| 21 | Nc1nc2cc(S(=O)(=O)NC3=NCCCCC3)ccc2s1 | ? | 2.7% | 4% | i | ? | -1% | -17% | 5% | . |
| 22 | Cc1sc2c(c1C)c(=O)n(CCc1ccccc1)c(=O)n2Cc1cccc(F)c1 | . | -1.5% | ? | i | . | -21% | -18% | 8% | -3% |
| 23 | Cc1cc(=O)oc2c(CN(C)Cc3ccccc3)c(O)ccc12 | 2 | -0.5% | 0% | i | 1% | -13% | -15% | 7% | -1% |
| 24 | CCCCCSc1ncnc2c1sc1nc(N3CCOCC3)c3c(c12)CCCC3 | . | -0.6% | 3% | i | . | -18% | -4% | -1% | -1% |
| 25 | CCOC(=O)C1(c2ccccc2)CCCNC1=O (stereo unspecified) | -14 | 0.1% | . | i | . | -4% | -10% | . | . |
| 26 | CC1CN(C2=NC(=O)/C(=C/c3ccncc3)S2)CC(C)O1 (stereo unspecified) | -5 | 0.0% | -1% | i | 6% | -15% | 16% | -5% | 3% |
| 27 | COc1ccc(NC(=O)CN(C)C(=O)CCC(=O)c2ccc(C)cc2)cc1 | -1 | -0.1% | 13% | i | -1% | 6% | -12% | -3% | 9% |
| 28 | CCOC(=O)c1c(N)nn(C(C)=O)c1-c1ccccc1 | 9 | -0.2% | 6% | i | -3% | -17% | -6% | 1% | 8% |
| 29 | O=C(COCc1cc(-c2cccs2)on1)N1CCN(c2cccc(Cl)c2)CC1 | . | 0.4% | -23% | . | . | -17% | -29% | 7% | . |
| 30 | O=C(Cn1cccc1C(=O)c1ccccc1)NCCN1CCCCCC1 | -17 | -0.7% | 0% | i | 32% | 5% | 13% | 6% | 6% |
| 31 | CCn1cc(C(=O)N2CCN(c3ccccc3OC)CC2)c(=O)c2cc(S(=O)(=O)N3CCCCC3)ccc21 | . | -0.3% | 2% | i | . | -23% | 3% | 20% | 6% |
| 32 | CC(=O)N1N=C(N)SC12CCCC2 | 22 | 0.3% | -7% | i | 2% | 20% | 9% | -6% | -9%[11.3 µM] |
| 33 | CC1=CC(C)(C)Nc2ccc(OS(=O)(=O)c3ccc(C)cc3)cc21 | -15 | 2.2% | -5% | i | ? | -19% | 4% | -3% | 0% |
| 34 | CC(NC(=O)c1ccc([N+](=O)[O-])cc1[N+](=O)[O-])c1ccc(-c2ccccc2)cc1 (stereo unspecified) | -1 | 2.6% | ? | i | 0% | -20% | 10% | -15% | -15% |
| 35 | O=C(NCCc1ccc(Cl)cc1)c1n[nH]c2ccccc12 | 11 | 6.9% | 13% | i | ? | 3% | 4% | -3% | . |
| 36 | COc1ccc(CCNS(=O)(=O)c2ccc(S(=O)(=O)N3CCCC3)cc2)cc1OC | -8 | 0.2% | ? | i | ? | -4% | 1% | -1% | -4% |
| 37 | Cc1nc2ccc(C(=O)N3CCN(c4ccccc4)CC3)cn2c1N(C)C(=O)CCc1ccccc1 | 14 | 3.5% | . | i | . | -10% | -19% | . | -8% |
| 38 | COCCCNC(=O)C1CCN(Cc2nc(-c3ccc(OC)c(OC)c3)oc2C)CC1 | . | 2.8% | 16% | i | . | -7% | -13% | -6% | 12% |
| 39 | CC(C)(C)Cc1c(-c2cccc(Cl)c2)nc2ccc(Cl)cn12 | -20 | 6.3% | . | i | . | -60% | ? | . | 7% |
| 40 | S=c1[nH]nc(-c2ccncc2)n1Cc1ccco1 | 9 | -0.5% | 3% | ? | 8% | -1% | 7% | -6% | 2% |
| 41 | CCn1ncc(CN2CCC(C(=O)Nc3cccc(-c4cccc(F)c4)c3)CC2)c1C | -8 | 0.3% | -9% | i | 3% | 2% | -1% | 25% | . |
| 42 | O=C(NCCN1CCOCC1)c1cc(-c2ccc(Cl)c(Cl)c2)on1 | 5 | -0.1% | 3% | i | -2% | -13% | -14% | 2% | -13% |
| 43 | O=C(OCc1c(-c2ccccc2)ncc2ccccc12)c1ccc(F)cc1 | 8 | 0.8% | 8% | i | -27% | -1% | -8% | 2% | 2% |
| 44 | CCn1c(SCc2ccccc2)nnc1-c1ccc(S(=O)(=O)N2CCCCC2)cc1 | -1 | -0.1% | ? | i | 15% | -24% | -17% | -1% | 0% |
| 45 | COC(=O)c1cccc([N+](=O)[O-])c1CS(=O)(=O)c1ccc(C)cc1 | 11 | -0.2% | -14% | i | 1% | -1% | 2% | -4% | -14% |
| 46 | O=C(Nc1ccnn1C1CCN(C2CCC2)CC1)c1ccccc1Cl | -9 | -0.5% | 0% | i | 22% | -6% | -6% | 12% | 13% |
| 47 | Cc1nn(-c2ccccc2)c2c1cc1c(=O)n(C)c(=O)nc-1n2-c1ccccc1F | 42 | 3.2% | ? | i | 3% | 21% | -3% | 1% | -17% |
| 48 | COc1ccc(S(=O)(=O)N2CCCCC2)cc1NC(=O)c1ccc2ccccc2n1 | -4 | 3.5% | 26% | i | 14% | 2% | 11% | 0% | 10% |
| 49 | COc1ccc(NC(=O)c2c(-c3c(Cl)cccc3Cl)noc2C)cn1 | 11 | 0.3% | 14% | i | ? | -5% | 12% | 11% | 4% |
| 50 | COC(=O)c1sc2nc3c(cc2c1N)C(=O)CC(C)(C)C3 | -3 | 0.2% | 11% | i | -2% | -1% | -20% | 1% | 6% |
| 51 | Nc1nnc(SCC(=O)Nc2cccc(S(N)(=O)=O)c2)s1 | -5 | -0.6% | 0% | i | -33%[inhibitor] | -3% | 12% | 2% | -11%[11.3 µM] |
| 52 | CC(=NNC(=O)c1cccs1)c1ccc2c(c1)OCCO2 | ? | 7.0% | 22% | i | 0% | 0% | -4% | -1% | 46%[activator] |
| 53 | O=C1/C(=C/c2ccc3c(c2)OCO3)Oc2cc(OCC(=O)N3CC(O)C[C@H]3C(=O)O)ccc21 (stereo partly specified) | 10 | -1.0% | -5% | i | -42%[inhibitor] | -10% | 1% | -20% | 5% |
| 54 | Cc1nc2ccccn2c1C(=O)NN=C1CCCC1 | 2 | 0.6% | 6% | i | 4% | 10% | 11% | 2% | . |
